Screens as filed in PubChem.
Mdm2-MdmX inh = inhibitors of human Mdm2-MdmX association, primary screen, cell-based, luminescence, split luciferase, SaOS-2, uHTS | Protein Mdm4 (Homo sapiens) + E3 ubiquitin-protein ligase Mdm2 (Homo sapiens), … | SaOS-2 split-luciferase Mdm2/MdmX complementation | inhibition, % at 8 µM | actives 3% (n = 330,000) | AID 485346, 2010;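 active = inhibition of at least 50% at 8 µM in the primary screen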
Target sequence (O15151 whole entry, looked up): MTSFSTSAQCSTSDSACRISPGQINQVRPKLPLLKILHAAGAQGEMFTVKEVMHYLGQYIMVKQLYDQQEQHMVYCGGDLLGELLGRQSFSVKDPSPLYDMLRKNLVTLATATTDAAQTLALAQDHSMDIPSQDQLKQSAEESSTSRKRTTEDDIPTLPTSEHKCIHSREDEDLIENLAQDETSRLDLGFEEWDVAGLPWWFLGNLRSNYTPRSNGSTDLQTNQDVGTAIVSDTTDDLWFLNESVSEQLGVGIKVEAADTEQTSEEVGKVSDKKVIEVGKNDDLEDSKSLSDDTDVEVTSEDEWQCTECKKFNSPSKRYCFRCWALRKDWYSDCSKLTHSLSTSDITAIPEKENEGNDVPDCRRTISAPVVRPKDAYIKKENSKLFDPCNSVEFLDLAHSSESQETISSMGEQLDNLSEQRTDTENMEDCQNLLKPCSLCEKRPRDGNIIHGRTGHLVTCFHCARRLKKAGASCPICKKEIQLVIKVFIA
Target sequence (Q00987 whole entry, looked up): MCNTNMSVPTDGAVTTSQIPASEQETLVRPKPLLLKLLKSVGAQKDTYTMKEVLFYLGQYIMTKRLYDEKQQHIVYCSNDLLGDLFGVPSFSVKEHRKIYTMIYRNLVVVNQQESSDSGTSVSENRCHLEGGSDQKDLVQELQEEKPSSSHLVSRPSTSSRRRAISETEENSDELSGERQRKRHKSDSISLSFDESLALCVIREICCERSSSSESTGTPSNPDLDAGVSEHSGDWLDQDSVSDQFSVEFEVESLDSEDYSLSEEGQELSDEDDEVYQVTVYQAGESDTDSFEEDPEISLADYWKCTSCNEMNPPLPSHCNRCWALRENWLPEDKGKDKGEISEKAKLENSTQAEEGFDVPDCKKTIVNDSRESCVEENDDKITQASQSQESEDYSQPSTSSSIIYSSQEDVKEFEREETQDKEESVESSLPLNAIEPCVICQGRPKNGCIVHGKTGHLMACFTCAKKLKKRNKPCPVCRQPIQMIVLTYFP
UPR XBP1 act = activators of adaptive XBP1 UPR arm, primary screen, cell-based, CHO-XBP1 luciferase reporter, luminescence, uHTS | actives 0.33% (n = 330,000) | activation, % at 20 µM | IRE1-XBP1 UPR activation; percent of tunicamycin response, DMSO as zero | AID 463104, 2010;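 active = versus positive control, 20 µM dose yields 30% or more activation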;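 also: 100% = tunicamycin at 10 µg/mL and 0% = DMSO only wells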
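Assay system: CHO-XBP1 luciferase reporter cells; Schedule: 6 h treatment, 37 °C; Detection: glow luminescence from Steady-Glo reagent; Benchmarks: high control tunicamycin 10 µg/mL final, low control DMSO vehicle only.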
tim23-1 inh = growth inhibitors of tim23-1 mutant yeast, primary screen, luminescence, uHTS. S. cerevisiae tim23-1 growth, BacTiter-Glo luminescence, 24 h. inhibition, % at 20 µM. actives 1.3% (n = 330,000). AID 463212, 2010;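 active = growth inhibition of the mutant yeast at or above 50%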;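 also: temperature-sensitive mutant grown at 25 °C; plate controls were DMSO-treated mutant yeast for no effect and medium wells lacking yeast for full effect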
697 NFkB inh = inhibitors of PMA/ionomycin-induced NF-kB reporter, 697 cells, primary screen, B-cell NF-kB inhibitor project, cell-based, luminescence, uHTS; inhibition, % at 4 µM; 697 B-cell NF-kB luciferase reporter, 16 h; AID 435022, 2010; actives 0.33% (n = 330,000); in the data active = inhibition above about 35%
Jurkat NFkB inh = inhibitors of induced NF-kB luciferase reporter, primary screen, TCR NF-kB activation inhibitor project, cell-based, luminescence, uHTS | Jurkat, PMA/ionomycin-induced NF-kB luciferase reporter | inhibition, % at 4 µM | actives 0.53% (n = 330,000); in the data active = inhibition above about 50%
UPR CHOP act = activators of apoptotic CHOP UPR arm, primary screen, cell-based, CHO-CHOP luciferase reporter, luminescence, uHTS; UPR activation; percent of tunicamycin response over DMSO baseline; actives 0.34% (n = 330,000); activation, % at 10 µM;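 active = at 10 µM dose, activation of 40% or more, normalized to positive control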;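 also: 100% = tunicamycin at 10 µg/mL and 0% = DMSO alone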
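Dosing – one dose, 10 µM in 0.5% DMSO · System – CHO-CHOP cells, stable luciferase reporter of PERK-eIF2a-CHOP signalling · Input – 500 cells/well · Control set – tunicamycin 10 µg/mL final as positive, DMSO-only wells as negative · Timing – 6 h compound treatment, 37 °C · Measure – % activation vs tunicamycin · Technique – luminescence read with Steady-Glo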
APJ antagonist = antagonists of human apelin receptor APJ, primary screen, CHO-K1 cells, beta-arrestin complementation, luminescence; P35414; inhibition, % at 20 µM; actives 0.32% (n = 330,000); AID 2521, 2010;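 active = inhibition above about 40% at 20 µM, limit read from the data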;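 also: cells challenged with 10 nM apelin-13 agonist together with compound; plate controls were apelin-13 plus DMSO wells for no effect and DMSO wells lacking apelin-13 for full effect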
APJ ag = agonists of human apelin receptor APJ, primary screen, CHO-K1 cells, PathHunter beta-arrestin, luminescence; activation, % at 20 µM; AID 2520, 2010; actives 0.11% (n = 330,000); 0% DMSO wells, 100% apelin;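 active = activation more than six SD over the plate average, tested at 20 µM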;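 also: 0% = DMSO alone and 100% = apelin-13 at 10 nM; some results filed as inactive read as strong as hits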
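Material: CHO-K1 APJ beta-arrestin complementation cell line; Input: cell density 1000 per well; Incubation: compound stimulation 90 min at 25 °C, detection 60 min; Signal: luminescence from split beta-galactosidase complementation, Galacton Star/Emerald II substrate; Controls: DMSO-only wells as negative, 10 nM Apelin-13 as positive control.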
Active calls of the source: *.

Compound	Mdm2-MdmX inh	UPR XBP1 act	tim23-1 inh	697 NFkB inh	Jurkat NFkB inh	UPR CHOP act	APJ antagonist	APJ ag
CC1CCCN(CCCNC(=O)CN2C(=O)COc3ccc(S(=O)(=O)N4CCOCC4)cc32)C1 (stereo not drawn)	10	-4	-34	-8	-4	-0.3	16	-1
CCOc1ccc(Nc2nc(Cc3nnc(SCC(N)=O)o3)cs2)cc1	18	-2	15	10	1	0.2	4	1
COc1ccc(CN(C)CC(=O)Nc2ccccc2-c2ccccc2)c(OC)c1	11	0	34	13	-6	-1.8	5	-5
COc1ccc(NC(=O)C2CCC(CNc3c(N4CCC(C)CC4)c(=O)c3=O)CC2)cc1OC (stereo not drawn)	5	-1	0	1	13	0.8	0	1
Cc1ccc(NC(=O)C2CC(=O)n3ncnc3N2)cc1C (stereo not drawn)	-2	1	1	9	4	2.7	-24	-6
COc1cccc(-c2cnc(OC(C)(C)C)nc2OC(C)(C)C)c1	-19	-1	14	-22	-9	-0.5	23	-6
COc1cc(CC(C#N)(CO)c2nc3ccccc3[nH]2)ccc1OC(F)F (stereo not drawn)	20	0	12	9	-1	4.1	5	-2
CSCCC(NC(=O)/C(=C\c1ccc(Cl)cc1)NC(=O)c1ccccc1)C(=O)O (stereo not drawn)	14	1	14	18	-15	-2.1	12	0
O=C(NC1CCCCC1)C(c1ccc(F)cc1)N(Cc1ccco1)C(=O)c1csnn1 (stereo not drawn)	23	-5	22	-1	5	1.0	-5	1
CC1(c2nnc(-c3ccncc3)o2)CC(c2ccc(F)cc2)=NO1 (stereo not drawn)	23	-3	-20	-6	9	-0.1	-15	-2
CCOC(=O)C1CCN(S(=O)(=O)c2ccc3c(c2)NC(=O)CS3)CC1	7	-3	10	-31	9	-1.6	-14	2
Cc1sc(NC(=O)CN(CCc2ccccc2)C(=O)C2CC2)c(C(N)=O)c1C	0	-2	-3	16	6	-2.5	9	-4
COCCN(CCOC)C(=O)c1ccc(NS(=O)(=O)c2ccc3c(c2)OCCO3)cc1	-6	-2	11	18	-5	-2.2	2	-4
COC(=O)c1sc(NC(=O)CSc2nc3cccnc3n2C2CCCCC2)nc1C	20	-4	28	27	3	0.4	11	0
O=C(O)c1ccc(/C=N/N2CCN(Cc3ccc(Cl)cc3)CC2)cc1	14	0	4	-2	0	-0.9	12	0
Cc1ccc(C)c(C(=O)COC(=O)Cn2c(C)csc2=O)c1	12	0	3	-6	-6	-0.8	6	1
COc1ccc(-c2nn(C)c(=O)c3ccccc23)cc1CNC(=O)NC1CCCCC1	35	-2	17	-14	-9	0.7	5	4
CCOC(=O)c1ccc(N2C(=O)c3n[nH]c(C)c3C2c2ccccc2)cc1 (stereo not drawn)	11	-2	20	22	-8	-0.5	10	-4
COc1ccc(Br)cc1/C=N/NC(=O)CNC(=O)/C=C/c1ccccc1	23	-3	17	-38	-11	2.3	-19	-1
O=C(COC(=O)c1cccnc1Cl)Nc1nc(-c2ccccc2)cs1	-6	6	17	-18	-5	3.2	3	0
O=C(NC(=S)NNC(=O)c1ccccc1O)c1cccnc1	27	3	1	-30	7	2.3	24	-3
COc1ccc(NC(=O)c2ccco2)cc1NC(=O)c1ccco1	-27	2	2	2	-2	1.0	2	-1
CCCCN(CCCC)CCn1cnc2c([nH]c3ccc(OC)cc32)c1=O	30	-1	16	-5	-13	1.8	7	2
CCCS(=O)(=O)c1nc(S(=O)(=O)c2ccc(C)cc2)c(NCCCN2CCOCC2)s1	21	2	-6	11	1	-2.3	9	3
O=C(NCC(=O)c1ccccc1)OCc1ccc([N+](=O)[O-])cc1	18	-3	4	9	-4	4.4	-5	-4
Cc1nccn1CC(=O)N/N=C/c1ccc(O)c(O)c1	2	-3	9	13	-12	0.7	-2	1
O=[N+]([O-])c1ccc(Cc2ccccn2)cc1	17	0	20	13	-5	-1.7	24	-4
Cc1noc(C)c1COc1cccc(C(=O)Nc2ccc3c(c2)OCO3)c1	26	6	-4	-3	15	0.5	-15	-2
Cc1cc(C)n2cc(-c3ccc(Cl)cc3)c(C(=O)O)c2n1	-53	2	0	-83	-29	5.5	18	-6
CCOC(=O)Nc1ccc2c(c1)ncn2C1CCCCC1	0	11	32	-33	-39	7.3	3	-3
Cc1ccc(NC(=O)COCC(=O)Nc2ccc(C)cc2)cc1	-13	-2	14	-1	-21	2.6	-5	-1
NS(=O)(=O)c1cc2c(cc1Cl)NC(Cc1ccccc1)NS2(=O)=O (stereo not drawn)	-3	-1	6	2	-6	-0.1	5	0
COC(=O)c1c(C)cc(O)cc1O	9	0	14	11	12	0.0	-9	-5
CS(=O)(=O)c1cccc(C(=O)Oc2ccccc2)c1	7	-1	-2	5	-12	-1.5	2	-2
O=C(CN1CC[n+]2c(-c3cccs3)csc21)c1ccc(Br)cc1	0	0	3	15	-18	-1.3	4	-3
O=C(NCC(=O)N1CCOCC1)c1ccc(Cl)cc1	7	0	-11	-15	-9	1.9	11	-2
Cc1ccc(S(=O)(=O)N2CCC(c3nc4c(nnn4Cc4ccccc4)c(=O)[nH]3)CC2)cc1	16	0	16	-15	-3	1.6	0	1
Cc1cc(Nc2ccc([N+](=O)[O-])cc2)nc2ccccc12	43	-2	-21	-14	-1	-0.4	-3	-5
CC(=O)N1CCCc2cc(S(=O)(=O)N(CC(C)C)CC(C)C)ccc21	-10	-1	0	7	3	-2.4	10	3
Cc1cc2c(cc1C)CSC(c1ccc(O)cc1)SC2	32	-1	24	28	8	-1.3	9	-5
CCOC(=O)N1CCN(C(=O)c2ccc(CS(=O)c3ccccc3)o2)CC1 (stereo not drawn)	-5	-2	8	3	20	-0.9	15	-3
O=C(CSc1nnc(-c2ccccc2F)n1C1CC1)Nc1cccnc1Cl	-2	-4	15	17	4	-1.7	6	-3
CN(C)c1nc2n(c(=O)n1)C(C#N)CS2 (stereo not drawn)	9	-1	-5	17	5	-1.9	19	-2
O=C(CSc1cc(Cl)ccc1Cl)Nc1ccc(N2CCOCC2)cc1	11	-2	48	15	-11	-0.1	-50	-3
COC(=O)c1ccccc1NC(=O)CN(C)Cc1ccccc1	19	-1	-5	-17	-17	-1.5	-3	-3
Cc1ccccc1C(=O)N1CCC(C(=O)Nc2ccccc2Cl)CC1	3	-2	20	7	-2	0.2	4	-6
CCCNC(=O)c1nn2cc(Br)cnc2c1Br	-11	7	-4	-15	-13	1.3	-2	-3
NC1=NC(=O)/C(=C/c2cccc(-c3ccc(S(N)(=O)=O)cc3)c2)S1	3	-2	-17	18	5	-0.7	1	7
O=C(CCn1c(=S)[nH]c2ccccc2c1=O)Nc1cccc(Cl)c1	30	-5	9	16	-6	1.9	9	-1
COc1ccc(/C=C/C(=O)NCC(c2ccc(F)cc2)N2CCOCC2)cc1OC (stereo not drawn)	-11	-2	8	-12	-5	0.7	5	-1
Cc1ccn2c(=O)nc(SCC(=O)N3CCCCCC3)nc2c1	12	-1	5	10	6	1.5	12	-1
Cn1c(=O)c2c(nc(-n3ccnc3)n2Cc2ccc(Cl)cc2Cl)n(C)c1=O	8	-3	-15	8	-8	0.0	-10	-3
Clc1ccc(Nc2ccc3ccccc3n2)cc1	-280	-1	85*	-392	-134	2.8	-5	-2
O/N=C/c1ccc2ccccc2c1	9	4	2	-2	-2	-1.1	-10	-4
Cc1cc(OCC(=O)NNC(=O)c2cccs2)ccc1Br	10	2	9	26	6	0.2	17	1
Cc1[nH]ncc1N=Cc1ccc([N+](=O)[O-])cc1	7	1	-8	16	-6	-1.4	-13	0
Cn1ncc(Cl)c1C(=O)N1CCN(S(=O)(=O)c2cccs2)CC1	18	0	21	5	8	0.3	-17	10
Cc1ccc(N2N=C(c3ccc(Br)cc3)CCC2=O)cc1	4	1	23	-13	-8	1.7	9	-2
CN1C(=O)c2ccc(C(=O)NCc3ccco3)cc2C1=O	10	-5	7	10	4	-2.2	-2	-1
OC1CCN(c2ncnc3c2nnn3Cc2c(F)cccc2Cl)CC1	4	-1	17	-12	-13	-0.5	-1	-2

Overlap with the part before: 5 entries; new compounds follow.
Compound	Mdm2-MdmX inh	UPR XBP1 act	tim23-1 inh	697 NFkB inh	Jurkat NFkB inh	UPR CHOP act	APJ antagonist	APJ ag
Cc1[nH]ncc1N=Cc1ccc([N+](=O)[O-])cc1	7	1	-8	16	-6	-1.4	-13	0
Cn1ncc(Cl)c1C(=O)N1CCN(S(=O)(=O)c2cccs2)CC1	18	0	21	5	8	0.3	-17	10
Cc1ccc(N2N=C(c3ccc(Br)cc3)CCC2=O)cc1	4	1	23	-13	-8	1.7	9	-2
CN1C(=O)c2ccc(C(=O)NCc3ccco3)cc2C1=O	10	-5	7	10	4	-2.2	-2	-1
OC1CCN(c2ncnc3c2nnn3Cc2c(F)cccc2Cl)CC1	4	-1	17	-12	-13	-0.5	-1	-2
CC(C)Cc1ccc(C(=O)NCc2ccc3c(c2)OCO3)o1	-23	-3	25	-19	-2	-0.5	-22	4
CC(=O)Nc1cccc(NC(=O)Nc2ccc(F)cc2F)c1	2	-1	12	-29	0	-0.8	-9	-1
CCOC(=O)C1CCCN(CCC(=O)Nc2cc(OC)ccc2OC)C1 (stereo not drawn)	-6	-4	-1	-7	-14	-0.1	-6	1
Cc1cccn2c(=O)nc(SCC(=O)N3CCC(Cc4ccccc4)CC3)nc12	10	-3	-8	10	4	-1.1	21	0
COCCSc1nc2c(c(=O)[nH]c(=O)n2C)n1Cc1cccc(C)c1	18	5	9	4	9	-2.6	15	0
CC(=O)c1cccc(NC(=O)NN2CCN(C)CC2)c1	10	-1	-4	-12	-1	0.1	12	1
CCc1ccc(NC(=O)CS(=O)CC(=O)NCCCc2ccccc2)cc1 (stereo not drawn)	21	0	-3	20	16	-0.9	-8	8
COCCNC(=O)COc1cc(=O)n(C)c2ccccc12	22	4	1	23	6	0.8	14	-3
CCC(=O)Nc1ccc(C(=O)COC(=O)Cc2ccsc2)cc1	20	2	23	-1	4	1.7	13	-3
CCOc1ccc(Br)cc1S(=O)(=O)N1CCC(C(N)=O)CC1	17	-2	-4	4	6	-1.5	-6	-2
COc1ccc(NC(=O)N(C)C[C@H]2Oc3ccc(NC(=O)Nc4c(C)noc4C)cc3C(=O)N([C@H](C)CO)C[C@@H]2C)cc1	8	-1	9	-3	2	0.7	7	-4
Cc1ccc(N(CCC#N)C(=O)COC(=O)c2cc(C)oc2C)cc1	33	-2	21	9	3	-1.0	8	-3
COc1cc(OC)c(NC(=O)c2cc(S(=O)(=O)N3CCOCC3)cn2C)cc1Cl	-4	1	14	-10	2	-1.5	8	-5
